# Bioassay records deposited in PubChem by National Center for Advancing Translational Sciences (NCATS).
# Cycloheximide cs: Cycloheximide Counterscreen for Small Molecule Inhibitors of Shiga Toxin; actives 12% (n = 300,000); cell reporter, cycloheximide protein synthesis inhibition counterscreen; AID 2314, 2010; max response, %; in the data active means max response mostly above about 13%, no sharp cut-off; inactive means mostly below about 14%; further: read at 38.3 µM for the half of the compounds with a filed dose; 0% is about no effect
# FBPA Giardia inh: qHTS Assay for Inhibitors of Fructose-1,6-bisphosphate Aldolase from Giardia Lamblia. Potency, µM (series often up to 59.6 µM), for the others: top-dose activity, negative = inhibition, actives largely listed as inhibitors. A8B2U2. actives 0.71% (n = 290,000). purified Giardia FBPA; further: potency means the concentration at half of the fitted maximal effect; on the % scale 0 is the no-effect control and ±100 the full control effect; nearly all actives have a fitted effect of over 55% in size
# Target sequence (A8B2U2 whole entry, looked up): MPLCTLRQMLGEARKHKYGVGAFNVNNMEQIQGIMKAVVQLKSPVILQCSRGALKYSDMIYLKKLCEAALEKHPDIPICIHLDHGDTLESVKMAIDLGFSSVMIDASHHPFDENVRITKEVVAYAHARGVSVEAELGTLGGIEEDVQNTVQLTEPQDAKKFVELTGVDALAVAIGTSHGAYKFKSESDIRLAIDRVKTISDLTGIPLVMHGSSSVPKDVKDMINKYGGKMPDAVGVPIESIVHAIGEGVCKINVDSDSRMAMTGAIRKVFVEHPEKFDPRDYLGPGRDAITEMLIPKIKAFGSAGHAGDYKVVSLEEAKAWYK
#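 40 nM FBPA preincubated 10 min at RT with compound (up to 57.5 uM final), then substrate plus GAPDH/TPI/NAD/arsenate coupling and diaphorase/resazurin added. Fluorescence read after 20 min at RT, 525/598 nm.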
# Pf growth 48h: Primary qHTS for delayed death inhibitors of the malarial parasite plastid, 48 hour incubation; P. falciparum luciferase growth in erythrocytes, 48 h; Potency, µM (series often up to 28.7 µM), for the others: at the highest dose activity change, negative = inhibition, usual class: inhibitors; actives 5.9% (n = 310,000); AID 504832, 2011; further: potency means the concentration at half of the fitted maximal effect; on the % scale 0 is the no-effect control and ±100 the full control effect
#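 Cell-based growth assay: transgenic P. falciparum expressing firefly luciferase, cultured in red cells within RPMI 1640 containing 0.5% w/v Albumax, 24 mM bicarbonate and gentamycin. A drop in luciferase activity indicates inhibition.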
# Shiga inhibitor: A qHTS for Small Molecule Inhibitors of Shiga Toxin | actives 9.2% (n = 290,000) | AID 2315, 2010 | inhibition, % at 38.7 µM | Vero cells, Shiga toxin protein synthesis inhibition reporter; in the data active means inhibition mostly above about 28%, no sharp cut-off; inactive means mostly below about 43%; further: 0% is about no effect
# Pf growth 96h: Primary qHTS for delayed death inhibitors of the malarial parasite plastid, 96 hour incubation | Potency, µM (series often up to 28.7 µM), inactives show at the top dose activity change, negative = inhibition, usual class: inhibitors | AID 504834, 2011 | actives 6.9% (n = 320,000) | P. falciparum luciferase reporter growth, 96 h; further: potency means the concentration at half of the fitted maximal effect; on the % scale 0 is the no-effect control and ±100 the full control effect
#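 Luminescence readout: decreased luciferase signal marks inhibited growth of reporter-expressing P. falciparum in infected red cells (2% hematocrit, 0.05% parasitemia final), exposed to compound two generations (96 h, 37 C, 5% CO2).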
# HCV inh: qHTS Assay for Inhibitors of Hepatitis C Virus (HCV) | Potency, µM (top dose mostly 41.8 µM), for the others: top-dose activity change, negative = inhibition, most hits filed as inhibitors | Huh7.5.1 HCVcc-Cre infection, luciferase reporter, 44 h | actives 3.4% (n = 340,000) | AID 651820, 2012; further: potency means the concentration at half of the fitted maximal effect; on the % scale 0 is the no-effect control and ±100 the full control effect
#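 Compounds are dispensed onto cells plated 4 h earlier at 1,000 per well, with HCVcc-Cre virus (about 0.5 moi) added next. Following 44 h of culture, luminescent signal is measured for 15 sec after 15 min with substrate at room temperature.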
# * = called active by the depositor; u = inconclusive; x = not tested or not shown; & = joins results of further samples; [ ] = another dose, or the depositor's remark. Unless noted, the call rests on the fitted dose curve; in most records, active means well fitted curve in the direction sought with a large enough effect; inconclusive means small, poorly fitted or top-dose-only effect, or another doubt; inactive means no such curve, though single readings can be large; an effect the other way counts as inactive or inconclusive.
# Labels used below: A = Cycloheximide cs; B = FBPA Giardia inh; C = Pf growth 48h; D = Shiga inhibitor; E = Pf growth 96h; F = HCV inh
Cc1ccc(CC(=O)NCCCc2ccccc2)cc1
  A = 1.5; B = 1.5%; C = x; D = 11.6; E = -6.7%; F = 23.0%
Oc1ccc(C2=Nn3c(nnc3-c3ccco3)SC2)cc1O
  A = -2.2; B = u; C = u; D = 9.3; E = u; F = u
CC(=O)Oc1ccc(C(=O)NC(C)CCc2ccccc2)cc1 (stereo unspecified)
  A = -1.6; B = 0.4%; C = 13.9%; D = 3.2; E = -19.8%; F = 5.7%
COc1ccc(NC(=O)C2CCN(C(=O)[C@@H]3Cc4ccccc4CN3)CC2)cc1
  A = 33.3*; B = -28.8%; C = 18.6%; D = 13.0; E = 6.0%; F = 6.4%
Cc1cc(NC(=O)CCN2C(=O)C3C4C=CC(C4)C3C2=O)c2ccccc2n1 (stereo unspecified)
  A = 7.1; B = 4.2%; C = u; D = -11.6; E = u; F = -24.5%
Cn1c(CN2CCCC2)nc2cc(NC(=O)COc3ccc([N+](=O)[O-])cc3)ccc21
  A = -3.7; B = 0.3%; C = 13.1µM*; D = -8.0; E = u; F = -24.2%
COc1ccc(N(CC(=O)NCCC2=CCCCC2)S(C)(=O)=O)cc1OC
  A = -0.3; B = 1.5%; C = -14.2%; D = -11.4; E = x; F = u
Cc1cc(N2CCCCC2)nc2c(C)cccc12
  A = 0.8; B = 4.0%; C = 15.3%; D = 2.2; E = 0.0%; F = -16.0%
O=C(OCC(=O)N1CCCC1)c1ccccc1O
  A = 53.6*; B = 5.4%; C = 160.7%[activator]; D = 103.1*; E = 191.8%[activator]; F = 5.3%
COc1ccc(NN=Nc2nc3c([nH]2)c(=O)n(C)c(=O)n3C)cc1
  A = 40.3*; B = 17.7µM*; C = 41.8%; D = 83.9*; E = 67.2%[activator]; F = u

# Brought forward from above: 3 entries; new compounds follow.
# Labels used below: A = Cycloheximide cs; B = FBPA Giardia inh; C = Pf growth 48h; D = Shiga inhibitor; E = Pf growth 96h; F = HCV inh
Cc1cc(N2CCCCC2)nc2c(C)cccc12
  A = 0.8; B = 4.0%; C = 15.3%; D = 2.2; E = 0.0%; F = -16.0%
O=C(OCC(=O)N1CCCC1)c1ccccc1O
  A = 53.6*; B = 5.4%; C = 160.7%[activator]; D = 103.1*; E = 191.8%[activator]; F = 5.3%
COc1ccc(NN=Nc2nc3c([nH]2)c(=O)n(C)c(=O)n3C)cc1
  A = 40.3*; B = 17.7µM*; C = 41.8%; D = 83.9*; E = 67.2%[activator]; F = u
O=C1S/C(=C\c2ccc(N3CCOCC3)o2)C(=O)N1Cc1c(F)cccc1Cl
  A = -2.2; B = u; C = u; D = -9.0; E = 11.7µM*; F = u
CCc1nnc(N/N=C/c2cccs2)n1N
  A = 9.7; B = 5µM*; C = -4.9%; D = 5.8; E = u; F = -27.7%
Cc1noc(NS(=O)(=O)c2ccc(NC(=O)CSc3n[nH]c(-c4ccccc4)n3)cc2)c1C
  A = -2.2; B = u; C = -11.0%; D = -11.4; E = 59.2%[activator]; F = -0.5%&14.4%
COc1ccc(Nc2nc(-c3ccc(OC)cc3)cs2)cc1
  A = 63.2*; B = 0.6%; C = 368.0%[activator]; D = 70.1*; E = 66.6%[activator]; F = -5.0%
O=C(CCc1c[nH]c2ccccc12)NCC1CCCO1 (stereo unspecified)
  A = -1.7; B = -4.2%; C = 12.7%; D = 27.0; E = 31.8%[activator]; F = -12.8%
O=C(CSc1nc(-c2ccccc2)cc(C(F)(F)F)n1)NCCN1CCOCC1
  A = -1.5; B = 1.6%; C = -6.0%; D = 14.0; E = x; F = -5.4%
COCCCNC(=O)CSc1nc2ccccc2c(=O)n1CCCN1CCCCC1
  A = -2.3; B = -1.0%; C = 22.2%; D = -7.2; E = 16.9%; F = 8.2%
O=C1CC(=O)Nc2cc(S(=O)(=O)NCc3cccs3)ccc2N1
  A = -9.6; B = x; C = 17.8%; D = -4.0; E = 35.9%[activator]; F = -0.8%
COc1ccc(Cl)cc1NC(=O)CCS(=O)(=O)c1ccc(Br)cc1
  A = -3.8; B = -0.9%; C = 0.8%; D = -3.5; E = -5.8%; F = 2.9%
C/C(=N\NC(=O)c1ccc(Cl)cc1)c1ccc2[nH]ccc2c1
  A = 24.4*; B = -2.8%; C = 16.2%; D = 56.8; E = u; F = 18.0%

# New compounds follow.
# Labels used below: A = Cycloheximide cs; B = FBPA Giardia inh; C = Pf growth 48h; D = Shiga inhibitor; E = Pf growth 96h; F = HCV inh
O=C(O)COc1ccccc1/C=N/NC(=O)c1cc2ccccc2cc1O
  A = 1.2; B = u; C = -3.6%; D = 13.4; E = -1.5%; F = 23.0%
CCC(C)(C)NC(=O)/C=C/c1ccc(OC)c(S(=O)(=O)N2CCOCC2)c1
  A = -0.5; B = 6.9%; C = -1.2%; D = -5.4; E = u; F = 11.3%
CCCCOc1ccc(-c2nc(/C=N/c3nccs3)c(O)o2)cc1
  A = 2.3; B = 2.4%; C = 14.7%; D = 1.8; E = 45.3%[activator]; F = 13.9%
Cc1c2cccn2cc[n+]1C
  A = -4.7; B = 3.0%; C = u; D = -4.8; E = u; F = -1.4%
COc1ccc(CCn2c(=N)c(C(=O)NC3CCCC3)cc3c(=O)n4ccccc4nc32)cc1OC
  A = -0.5; B = x; C = 4.15µM*; D = 2.2; E = 3.29µM*; F = 7.2%
O=C(Nc1nnc(S(=O)(=O)N2CCCCCC2)s1)c1ccccc1Br
  A = -1.3; B = -7.9%; C = 4.8%; D = -2.7; E = 8.5%; F = 13.5%
COC(=O)[C@@H](NC(=O)NCc1ccco1)C(C)C
  A = -3.4; B = 2.7%; C = 11.0%; D = 3.6; E = 27.2%; F = -1.5%
CCOC(=O)c1[nH]ncc1CN1CCCC(C(=O)c2cccc(OC(C)C)c2)C1 (stereo unspecified)
  A = -0.6; B = 4.2%; C = 5.3%; D = 6.0; E = -17.4%; F = 15.5%
O=C(COC(=O)c1ccccn1)Nc1ccccc1OC(F)F
  A = 5.4; B = u; C = -7.8%; D = -9.1; E = 15.2%; F = 14.3%
Cc1cc(C)cc(OCC(=O)OCC(=O)NCc2ccco2)c1
  A = -4.1; B = 10.8%; C = x; D = -19.4; E = 12.4%; F = 30.0%[activator]

# (listing goes on)
# Labels used below: A = Cycloheximide cs; B = FBPA Giardia inh; C = Pf growth 48h; D = Shiga inhibitor; E = Pf growth 96h; F = HCV inh
CSCC[C@H](NC(=O)CC(C)(C)C)c1nc2ccccc2[nH]1
  A = -3.2; B = -0.1%; C = -5.3%; D = 0.7; E = 39.9%[activator]; F = 6.7%
CCOC(=O)c1c(C)oc2c(CN3CCN(C)CC3)c(Br)c(OC)c(O)c12
  A = -1.2; B = -25.3%; C = 29.6%; D = 1.0; E = u; F = -1.2%
N#C/C(=C(/O)c1cccs1)c1nnc2n1CCCCC2
  A = -1.1; B = u; C = -21.7%; D = 11.7; E = 8.5%; F = 19.5%
O=S(=O)(Nc1ccc(Br)cc1)c1cccc2nonc12
  A = 10.3; B = x; C = 19.3%; D = -8.4; E = -10.2%; F = 10.7%
O=C1CCC(C(=O)N(Cc2ccco2)C2(C(=O)NC3CCCC3)CCCCC2)N1 (stereo unspecified)
  A = -9.1; B = 0.3%; C = x; D = -8.0; E = x; F = 9.6%
Cc1[nH]c(=O)[nH]c(=O)c1NC(=O)c1ccc(OC(C)C)cc1
  A = -2.3; B = 3.0%; C = 12.9%; D = 1.9; E = 36.3%[activator]; F = -16.3%
O=C(NCC1CCCO1)c1ccc([N+](=O)[O-])o1 (stereo unspecified)
  A = 10.3; B = x; C = u; D = -3.8; E = -2.7%; F = -3.5%
COc1ccc(NC(=O)c2cc3cc(OC)ccc3oc2=N)cc1
  A = 4.7; B = -0.7%; C = 13.2%; D = -12.0; E = 67.3%[activator]; F = 0.2%
O=C(Cn1cnc2c(nnn2Cc2ccc(F)cc2)c1=O)NCc1ccccc1
  A = -2.3; B = -0.1%; C = 9.28µM*; D = -7.4; E = -26.1%; F = 8.4%
CN1CCN(c2cc([N+](=O)[O-])ccc2Cl)CC1
  A = -4.2; B = 1.1%; C = -0.1%; D = 19.6; E = -22.3%; F = 1.1%

# Additional structures follow:
# Labels used below: A = Cycloheximide cs; B = FBPA Giardia inh; C = Pf growth 48h; D = Shiga inhibitor; E = Pf growth 96h; F = HCV inh
O=C(c1ccc(F)cc1)N1CCN2C(=O)c3ccccc3C12c1ccccc1 (stereo unspecified)
  A = -2.4; B = 2.0%; C = 0.0%; D = 20.1; E = u; F = -4.0%
Cc1onc(-c2c(F)cccc2Cl)c1C(=O)OCC(=O)NCc1ccccc1
  A = x; B = x; C = u; D = x; E = u; F = 5.5%
O=C(CC(Sc1ccccc1)c1cccs1)c1ccco1 (stereo unspecified)
  A = 25.7*; B = -22.2%; C = -8.5%; D = 56.6*; E = 80.4%[activator]; F = -5.7%
COc1cc(NC(=S)NC(=O)c2cccs2)ccc1NC(=O)C(C)C
  A = 22.7*; B = u; C = 1.7%; D = 56.3*; E = -18.0%; F = -26.1%
CC(O)CNc1cc(N)c([N+](=O)[O-])cc1[N+](=O)[O-] (stereo unspecified)
  A = -3.1; B = -2.5%; C = 13.2%; D = -9.4; E = 61.6%[activator]; F = 7.4%
CCCCC(NC(=O)Cc1c(C)c2cc3c(C)c(C)oc3c(C)c2oc1=O)C(=O)O (stereo unspecified)
  A = -1.0; B = 4.5%; C = 21.0%; D = -7.2; E = -6.4%; F = 2.9%
COC(=O)c1c(NC(=O)c2ccoc2C)sc2c1CCC2
  A = 0.4; B = -3.8%; C = 0.0%; D = -4.5; E = u; F = u
Cc1ccc(C2C(C#N)=C(N)Oc3n[nH]c(-c4cccnc4)c32)o1 (stereo unspecified)
  A = -1.4; B = -16.3%; C = -5.3%; D = -5.2; E = 0.5%; F = 25.1%
C=C(C)c1cccc(C(C)(C)NC(=O)Nc2ccc3[nH]c(=O)[nH]c3c2)c1
  A = -6.1; B = -4.0%; C = -9.0%; D = -8.7; E = x; F = u

# Reformatted with bars between the fields: 7 of the compounds above
canonical_smiles | Cycloheximide cs | FBPA Giardia inh | Pf growth 48h | Shiga inhibitor | Pf growth 96h | HCV inh
O=C(O)COc1ccccc1/C=N/NC(=O)c1cc2ccccc2cc1O | 1.2 | u | -3.6% | 13.4 | -1.5% | 23.0%
Cc1cc(N2CCCCC2)nc2c(C)cccc12 | 0.8 | 4.0% | 15.3% | 2.2 | 0.0% | -16.0%
CCc1nnc(N/N=C/c2cccs2)n1N | 9.7 | 5µM* | -4.9% | 5.8 | u | -27.7%
O=C(CSc1nc(-c2ccccc2)cc(C(F)(F)F)n1)NCCN1CCOCC1 | -1.5 | 1.6% | -6.0% | 14.0 | x | -5.4%
COc1cc(NC(=S)NC(=O)c2cccs2)ccc1NC(=O)C(C)C | 22.7* | u | 1.7% | 56.3* | -18.0% | -26.1%
COc1ccc(CCn2c(=N)c(C(=O)NC3CCCC3)cc3c(=O)n4ccccc4nc32)cc1OC | -0.5 | x | 4.15µM* | 2.2 | 3.29µM* | 7.2%
CCC(C)(C)NC(=O)/C=C/c1ccc(OC)c(S(=O)(=O)N2CCOCC2)c1 | -0.5 | 6.9% | -1.2% | -5.4 | u | 11.3%

# Rows are unselected; any-hit rate near 24%.
